Hck Nef HTS = inhibitors of human Hck kinase activated by Nef | P08631 | Recombinant Hck-YEEI plus Nef, Z-Lyte FRET kinase assay | inhibition, % at 20 µM | 0.68% of 220,000 active;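 active = Hck-Nef kinase inhibition above about 50%, limit read from the data; inactive = inhibition below that limit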;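 also: 0% = DMSO with Hck plus Nef and 100% = Hck alone without Nef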
Target sequence (P08631 whole entry, looked up): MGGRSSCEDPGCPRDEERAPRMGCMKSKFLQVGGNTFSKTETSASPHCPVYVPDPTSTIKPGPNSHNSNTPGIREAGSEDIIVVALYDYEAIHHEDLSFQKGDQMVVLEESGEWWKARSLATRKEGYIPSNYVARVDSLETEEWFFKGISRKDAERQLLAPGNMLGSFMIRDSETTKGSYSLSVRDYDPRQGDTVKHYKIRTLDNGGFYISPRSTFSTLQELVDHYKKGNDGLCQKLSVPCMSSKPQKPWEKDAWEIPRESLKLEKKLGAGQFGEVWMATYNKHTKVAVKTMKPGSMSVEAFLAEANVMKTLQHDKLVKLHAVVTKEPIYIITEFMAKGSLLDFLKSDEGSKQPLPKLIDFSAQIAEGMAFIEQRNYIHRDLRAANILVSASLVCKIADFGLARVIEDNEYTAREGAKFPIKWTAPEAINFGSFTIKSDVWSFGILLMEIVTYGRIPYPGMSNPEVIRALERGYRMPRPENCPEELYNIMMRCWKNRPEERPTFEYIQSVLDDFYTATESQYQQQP
FXIIa inh 1536 = inhibitors of human coagulation factor XIIa; AID 800; 0.3% of 220,000 active; inhibition, % at 5 µM; purified FXIIa, Boc-QGR-AMC fluorogenic substrate, 2 h; P00748; in the data active = inhibition above about 40%;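 also: 0% = enzyme with no compound and 100% = blank without enzyme; many of its hits are not listed in these tables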
TNF necrop inh = inhibitors of TNF-alpha induced necroptosis in Jurkat FADD-/- cells | Jurkat FADD-/- TNF necroptosis rescue, ATP luminescence, 24 h; 0 = TNF only, 100 = no-TNF cells | activation (protection from cell death), % at 10 µM | 0.068% of 220,000 active;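 active = activation, meaning protection from cell death, of at least 50% relative to plate controls; inactive = activation below 50%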;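 also: necroptosis triggered by 40 ng/mL TNF-alpha added together with compound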
FXIa inh 1536 = factor XIa (human) inhibition; P03951; purified FXIa, Boc-Glu-Ala-Arg-AMC fluorogenic substrate; inhibition, % at 5 µM; 0.14% of 220,000 active;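 active = inhibition of at least 40%; inactive = inhibition below 40%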;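 also: fluorescence of freed AMC excited at 355 nm; 0% = enzyme without compound and 100% = no enzyme blank; many of its hits are not listed in these tables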
thrombin 1536 = blocks human thrombin protease activity | P00734 | alpha-thrombin, Boc-VPR-AMC fluorogenic substrate cleavage | inhibition, % at 5 µM | 0.26% of 220,000 active | AID 1046;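 active = inhibition at or above 40%; inactive = inhibition below 40%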;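 also: 0% = enzyme with no compound and 100% = wells without enzyme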
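System – human alpha-thrombin · Medium – pH 7.5 Tris (50 mM) with NaCl 150 mM, Tween 20 0.05% · Compound – single-point dosing at 5 µM, 0.2% DMSO · Incubation – enzyme reaction carried out at room temperature · Technique – fluorescence of released AMC, ex 355 nm, em 460 nm · Read-out basis – % inhibition of thrombin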
zVAD death inh = L929 zVAD cell death inhibition. AID 1377. 0.38% of 220,000 active. L929 zVAD necroptosis rescue, ATP luminescence, 24 h; with zVAD 60 µM. viability rescue, % at 10 µM;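 active = activation, scaled between plate controls, above about 75%, limit read from the data; inactive = activation under that limit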;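 also: 0% = zVAD with DMSO and 100% = DMSO alone without zVAD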
KLK5 inh = inhibitors of human kallikrein 5; recombinant hK5, fluorogenic AMC substrate cleavage; inhibition, % at 5 µM; 0.59% of 210,000 active;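 active = inhibition of 40% or more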;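 also: 0% = enzyme controls without compound and 100% = no-enzyme blanks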
Cl transport mod = KCC2 (human) Cl- transport modulation; Q9H2X9; B-score of Tl+ flux slope (higher = more flux/activation; lower = inhibition) at 10 µM; KCC2 cells, thallium flux FluoZin-2 fluorescence; 2.2% of 190,000 active;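 active = thallium flux slope and its plate-corrected score both differing from the plate sample mean at a set confidence after two filtering rounds, in either direction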;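 also: slope of fluorescence scaled to starting intensity during 10 to 20 s after thallium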
Rad51 HR inh = Rad51 (human) homologous recombination inhibition; Q06609; hRad51 DNA strand exchange, fluorescence dequenching; inhibition, % at 10 µM; 0.085% of 200,000 active; AID 1385;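 active = inhibition above 40% at the single screening dose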;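 also: 0% = DMSO control wells and 100% = blanks with heterologous ssDNA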
Target sequence (Q06609 whole entry, looked up): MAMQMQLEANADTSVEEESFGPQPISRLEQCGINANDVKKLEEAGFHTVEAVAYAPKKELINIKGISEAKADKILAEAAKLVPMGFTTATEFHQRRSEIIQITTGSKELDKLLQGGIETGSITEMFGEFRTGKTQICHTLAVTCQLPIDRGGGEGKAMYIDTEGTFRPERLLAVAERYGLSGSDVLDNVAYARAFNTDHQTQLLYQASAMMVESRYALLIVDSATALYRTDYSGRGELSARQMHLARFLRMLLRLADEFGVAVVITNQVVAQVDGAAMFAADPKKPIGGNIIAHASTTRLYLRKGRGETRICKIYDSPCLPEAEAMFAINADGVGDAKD
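Test system – preformed human Rad51 ssDNA filaments · Reagent – Donor/quencher-labelled 47-bp dsDNA substrate · Incubation – 37 °C 15-min filament assembly, 30-min compound preincubation, 15-min exchange · Signal – FRET fluorescence dequenching, excitation 485 nm, emission 520 nm · Read-out – percent inhibition from fluorescence, normalised to plate control and blank means · Benchmarks – plate control and blank wells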
Starred values were filed as active, the others as inactive; . = not tested or not shown. An excerpt. The share of hits here may be higher or lower than overall.

SMILES	Hck Nef HTS	FXIIa inh 1536	TNF necrop inh	FXIa inh 1536	thrombin 1536	zVAD death inh	KLK5 inh	Cl transport mod	Rad51 HR inh
O=C(NCc1ccc2c(c1)OCO2)c1c(F)c(F)c(F)c(F)c1F	13	14	3.4	0	-2	1.2	-5	-1.1	-5
COCCNc1nnc(SCC(=O)c2c[nH]c3ccccc23)s1	-2	25	0.4	8	101*	-0.3	39	0.045	-3
O=C(NCC(c1cccs1)N1CCOCC1)c1cc2ccccc2o1 (stereo unspecified)	-1	22	-1.0	19	-5	3.8	-22	-1.4	-1
CNC(=O)c1ccccc1S(=O)(=O)c1ccccc1C#N	1	-1	-3.4	-11	-6	-0.1	1	0.17	-7
CCC(C)NC(=O)c1cnc2n(c1=O)CCS2 (stereo unspecified)	-1	17	0.7	9	-1	1.8	0	0.39	-5
c1cncc(CNc2ccc3c(c2)OCO3)c1	0	18	-0.7	4	5	-0.4	-4	-0.32	13
CCOC(=O)c1ccc(N2CCCCC2)c(NS(=O)(=O)c2cccc(C(F)(F)F)c2)c1	8	7	-0.9	-4	0	-0.6	6	1.8	-6
CCOC(=O)c1cc(C(=O)OCC)c2ccccn2c1=O	95*	-8	-2.6	-4	-10	-0.9	-72	-1.1	-12
Brc1cnc2nc(SC/C=C/c3ccccc3)[nH]c2c1	5	6	1.5	-3	-8	2.1	-2	0.4	-5
Cc1ccc(S(=O)(=O)NCC(=O)N(CC(=O)NCC2CCCO2)C2CCCC2)cc1 (stereo unspecified)	2	17	-12	6	4	-0.1	2	0.42	-3
COCCCNC(=O)CN1C(=O)CSc2ncccc21	-6	9	0.1	1	2	1.9	-1	0.25	-1
CCn1c(SCC(=O)Nc2ccc(OC)c(OC)c2)nnc1-c1c[nH]c2ccccc12	2	12	0.7	1	-2	1.6	-10	.	-3

3 entries from above, ordered by the value under FXIa inh 1536, descending:
SMILES	Hck Nef HTS	FXIIa inh 1536	FXIa inh 1536	thrombin 1536	KLK5 inh	Cl transport mod
CCC(C)NC(=O)c1cnc2n(c1=O)CCS2 (stereo unspecified)	-1	17	9	-1	0	0.39
c1cncc(CNc2ccc3c(c2)OCO3)c1	0	18	4	5	-4	-0.32
Brc1cnc2nc(SC/C=C/c3ccccc3)[nH]c2c1	5	6	-3	-8	-2	0.4

Next compounds follow.
SMILES	Hck Nef HTS	FXIIa inh 1536	TNF necrop inh	FXIa inh 1536	thrombin 1536	zVAD death inh	KLK5 inh	Cl transport mod	Rad51 HR inh
Cc1ccc2nc(-c3ccccc3N)[nH]c2c1	-22	.	-0.2	-6	-9	2.4	-2	0.93	2
C=CCN(C)CC/C=C1\c2ccccc2CSc2ccccc21	7	3	1.5	-4	-6	0.0	-15	.	6
CC(C)OP(=O)(CCP(=O)(OC(C)C)OC(C)C)OC(C)C	9	3	2.2	-1	-3	0.0	-2	1.3	23
OC1CCN(c2c3c(nc4cc(-c5ccc(F)cc5)nn24)CCC3)CC1	-2	-19	-1.6	-9	-14	0.7	-1	-0.052	8
O=C(/C=C/c1cccc([N+](=O)[O-])c1)Nc1ccc(Cl)cn1	16	-3	5.1	-7	3	9.4	-6	0.25	.
CCCc1cc(=O)n2[nH]c(-c3ccco3)nc2n1	-12	4	-1.0	1	-1	1.2	-4	-0.27	-16
O=C(Nc1nccs1)c1c(O)c2c([nH]c1=O)CCCC2	7	8	-0.1	6	-1	0.7	4	.	12
COCC(=O)N/N=C/c1ccc(Sc2nc3ccccc3s2)o1	2	20	-5.1	10	3	0.2	-14	1.6	6
O=C1Nc2ccc(Br)cc2C1=Nc1cccnc1	31	7	-9.8	6	-2	0.1	0	0.78	.
O=C(NC1CC1)C1CC(=O)N(C2CCCCC2)C1 (stereo unspecified)	-1	18	-2.0	8	1	-0.4	-10	1.4	-7
N#C/C(=C\N1CCOCC1)C(N)=O	16	6	-0.3	1	-9	-0.1	2	4.7	.
Cc1ccc2nc(NC3=NC(CC(=O)O)C(=O)N3)nc(C)c2c1 (stereo unspecified)	-32	.	0.9	0	2	2.4	2	-0.5	9

The list goes on, starting with the last five of the part before.
SMILES	Hck Nef HTS	FXIIa inh 1536	TNF necrop inh	FXIa inh 1536	thrombin 1536	zVAD death inh	KLK5 inh	Cl transport mod	Rad51 HR inh
COCC(=O)N/N=C/c1ccc(Sc2nc3ccccc3s2)o1	2	20	-5.1	10	3	0.2	-14	1.6	6
O=C1Nc2ccc(Br)cc2C1=Nc1cccnc1	31	7	-9.8	6	-2	0.1	0	0.78	.
O=C(NC1CC1)C1CC(=O)N(C2CCCCC2)C1 (stereo unspecified)	-1	18	-2.0	8	1	-0.4	-10	1.4	-7
N#C/C(=C\N1CCOCC1)C(N)=O	16	6	-0.3	1	-9	-0.1	2	4.7	.
Cc1ccc2nc(NC3=NC(CC(=O)O)C(=O)N3)nc(C)c2c1 (stereo unspecified)	-32	.	0.9	0	2	2.4	2	-0.5	9
CCOc1ccc2nc(COC(=O)c3cccs3)c(C(C)=O)[n+]([O-])c2c1	2	10	-0.9	11	3	0.7	10	-0.87	.
O=C(NCCNC(=O)c1ccco1)c1ccc(F)cc1	16	1	1.4	-5	-2	1.3	-4	0.025	.
COc1cc(/C=C\C(=O)NCc2ccc3c(c2)cc(C)n3C)cc(OC)c1OC	-1	9	-1.1	1	1	.	-10	0.89	-1
CC1(C(=O)NCCCN2CCOCC2)Oc2cccnc2NC1=O (stereo unspecified)	10	6	1.4	-1	-2	0.2	.	-0.07	.
O=C(O)CCCN1C(=O)c2ccc(Oc3cccc([N+](=O)[O-])c3)cc2C1=O	-5	1	-0.1	-4	-7	0.9	0	-0.53	14
CCc1c(C)nc(SCC(=O)c2cccs2)c(C#N)c1C	-2	8	0.3	-2	-2	1.6	-10	-1.1	-7
CCCCOc1ccc(-c2nc(SCC(N)=O)n[nH]2)cc1	0	12	-0.6	-1	-4	1.0	5	0.54	2
Cn1c(=O)[nH]c(=O)c2c1nc(NCCCO)n2CCOc1ccccc1	20	4	-0.4	-2	-4	33	0	-1.2	10
COc1cccc(NC(=O)CN(c2ccc3c(c2)OCO3)S(C)(=O)=O)c1	20	0	-0.5	-6	-7	0.2	-6	0.98	-12
CC1(C)N=C(N)NC(Nc2ccccc2Cl)=N1	19	5	0.8	0	.	-0.2	-2	0.012	0
COc1ccc(OC)c(NC(=O)CSc2nnc(Cn3c(=O)sc4ccccc43)n2C)c1	0	12	0.3	1	-1	3.1	-5	-0.14	-2
CNC(=O)/C(C#N)=C\c1ccc(CNS(=O)(=O)c2ccccc2)o1	2	10	1.6	2	-1	0.6	-16	0.31	0

Fetched one by one from above:
SMILES	Hck Nef HTS	FXIIa inh 1536	TNF necrop inh	FXIa inh 1536	thrombin 1536	zVAD death inh	KLK5 inh	Cl transport mod	Rad51 HR inh
OC1CCN(c2c3c(nc4cc(-c5ccc(F)cc5)nn24)CCC3)CC1	-2	-19	-1.6	-9	-14	0.7	-1	-0.052	8
COc1cccc(NC(=O)CN(c2ccc3c(c2)OCO3)S(C)(=O)=O)c1	20	0	-0.5	-6	-7	0.2	-6	0.98	-12

The list goes on:
SMILES	Hck Nef HTS	FXIIa inh 1536	TNF necrop inh	FXIa inh 1536	thrombin 1536	zVAD death inh	KLK5 inh	Cl transport mod	Rad51 HR inh
CCc1cccc(C)c1NC(=O)CN(C)Cc1ccc(Br)cc1	-36	.	1.1	-2	-4	1.5	-3	-1.2	5
Cc1ccccc1NC(=S)NC(NC(=O)C(C)(C)C)C(Cl)(Cl)Cl (stereo unspecified)	1	17	-4.2	5	1	-0.3	4	.	-1
O=C(N=Nc1c(O)[nH]c2ccc([N+](=O)[O-])cc12)c1ccccc1Cl	25	11	-1.3	0	4	1.6	-6	0.03	-2
O=C1C2C(C(=O)N1c1nccs1)C1C=CC2C12CC2 (stereo unspecified)	10	4	0.0	-1	-3	1.1	-6	1.3	13
Cc1cccc(N2C(=O)CC(SC(=Nc3ccccc3)Nc3ccccc3)C2=O)c1 (stereo unspecified)	1	0	4.1	5	2	0.7	-24	.	-3
COC(=O)Nc1nc(-c2ccccc2)c(C(=O)c2ccccc2)s1	2	5	-19	-3	-3	-1.4	-10	0.041	2
COc1ccccc1C(=O)O/N=C(\c1ccccc1)c1ccncc1	18	7	0.2	-4	0	0.2	-11	-0.66	20
COc1ccc(O)c(/C=N/NC(=S)Nc2cccnc2)c1	12	9	-6.5	-5	0	20	1	0.4	22
CC(C)(C)c1ccc(OCC(=O)N/N=C/c2cc(Br)ccc2OC(=O)c2ccco2)cc1	-1	13	-15	5	-5	23	4	0.19	.
CCN1CCN(C(=S)Nc2ccc3nc(N4CCN(CC)CC4)cc(C)c3c2)CC1	6	18	-11	11	-1	1.8	-11	0.37	2
CC(C)CC(C(=O)NC1CCCC1)N(Cc1ccc2c(c1)OCO2)C(=O)c1snc(C(N)=O)c1N (stereo unspecified)	28	12	-1.0	1	-3	-2.5	5	-0.48	0
CCOC(=O)c1sc2nccc(OC)c2c1N=CNOC	28	12	0.4	1	-8	5.2	-4	-0.37	14
COc1ccc(Cl)cc1NC(=O)CNc1ccccc1CN(C)C1CCCCC1	26	3	3.6	-5	-9	-0.3	-5	-1.8	-32

Assay outcomes as filed in PubChem BioAssay.
